Bioassay records from PubChem BioAssay.
SIRT5 inh = blocks human SIRT5 desuccinylation of peptide; Purified SirT5, succinyl-peptide AMC, trypsin-coupled fluorescence; inhibition, % at 15 µM; 330,000 compounds, 1.1% hits; Q9NXA8; in the data active means inhibition above about 15%
Target sequence (Q9NXA8 whole entry, looked up): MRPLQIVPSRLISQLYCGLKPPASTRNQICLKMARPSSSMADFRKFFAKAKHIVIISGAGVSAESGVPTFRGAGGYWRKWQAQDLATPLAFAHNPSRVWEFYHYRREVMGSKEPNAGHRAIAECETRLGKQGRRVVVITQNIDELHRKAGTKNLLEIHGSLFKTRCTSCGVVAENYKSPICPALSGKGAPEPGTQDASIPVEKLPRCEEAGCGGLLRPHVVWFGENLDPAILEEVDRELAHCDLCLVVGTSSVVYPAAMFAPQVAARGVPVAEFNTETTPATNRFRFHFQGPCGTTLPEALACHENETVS
miR122 inh = miR-122 inhibition in Huh7 cells; Huh7 miR-122 Renilla luciferase sensor, 48 h; neutral wells = 0, positive control = 100; activation (reporter increase), % at 12.5 µM; 340,000 compounds, 0.3% hits; AID 602342;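 active means mean replicate activation score at least 90 and every replicate individually at or above 90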;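 further: higher luciferase means less miR-122 activity so hits act as miR-122 inhibitors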
C2C12 statin = suppressors of simvastatin-induced myotoxicity in C2C12 myotubes; ATP luminescence, 48 h; scaled: DMSO 0, geranylgeraniol control 100; rescue of ATP level, % at 7.49 µM; 330,000 compounds, 0.78% hits; AID 602340;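 active means mean ATP rescue above about 67%, or every replicate alone reaching that limit, limit read from the data, passing the limit was not always enough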;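 further: myotubes were challenged with 10 µM simvastatin during compound exposure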
ERp5 inh = ERp5 (human) disulfide isomerase inhibition | ERp5 insulin aggregation, absorbance 650 nm, 90 min | inhibition, % at 9.99 µM | Q15084 | 350,000 compounds, 0.05% hits;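 active means mean replicate inhibition above about 25%, with every replicate also reaching it, limit read from the data, passing the limit was not always enough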
Target sequence (Q15084 whole entry, looked up): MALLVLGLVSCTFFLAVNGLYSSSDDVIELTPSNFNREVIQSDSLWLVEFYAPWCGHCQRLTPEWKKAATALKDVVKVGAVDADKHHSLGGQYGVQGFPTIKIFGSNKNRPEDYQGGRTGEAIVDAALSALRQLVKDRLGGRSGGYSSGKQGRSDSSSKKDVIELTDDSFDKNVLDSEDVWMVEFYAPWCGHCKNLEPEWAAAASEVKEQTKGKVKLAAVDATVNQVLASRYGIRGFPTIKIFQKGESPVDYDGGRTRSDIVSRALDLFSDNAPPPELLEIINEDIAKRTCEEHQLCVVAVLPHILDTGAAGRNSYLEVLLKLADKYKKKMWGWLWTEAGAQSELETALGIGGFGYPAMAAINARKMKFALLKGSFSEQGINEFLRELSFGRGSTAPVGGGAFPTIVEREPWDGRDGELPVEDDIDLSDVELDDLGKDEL
Cneo AK release = causes C. neoformans cell lysis | adenylate kinase release luminescence, 4 h; normalised: neutral wells 0, clomiphene wells 100 | lysis activity, % at 15 µM | 360,000 compounds, 0.2% hits;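 active means mean lysis activity across replicates of at least 80%, whatever share of replicates individually reach that level; inactive means mean lysis activity below 80%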
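Material: C. neoformans cells; Schedule: 4 h static compound exposure, 37 °C, read 1 h post-reagent; Measured by: adenylate kinase release luminescence; Read-out: signal increase indicating cell lysis; Controls: Clomiphene as positive lysis control.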
esBAF inh = inhibitors of esBAF chromatin remodeling in mouse ES cells | 350,000 compounds, 2% hits | reporter increase, % at 12.5 µM | AID 602393 | Bmi1-luciferase knock-in reporter, 24 h; 100% = twice the neutral-well signal; in the data active means activation above about 40%;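 further: 0% = median of the plate's neutral control wells and 100% = double that signal; a rise in the Bmi1 reporter signal indicates esBAF inhibition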
ARNT-TACC3 inh = disruptors of human ARNT/TACC3 interaction; inhibition, % at 9.99 µM; AlphaScreen His-ARNT PAS-B/GST-TACC3 binding, luminescence; TACC3 fragment carries E629A point mutation; 390,000 compounds, 0.66% hits; AID 623870;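 active means mean inhibition of replicates at least 50% and at least half of replicates each reaching 50%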;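 further: 0% = complete ARNT plus TACC3 wells and 100% = ARNT alone without TACC3; many hits fall short of the cut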
* hit, by the source's call; & = joins results of further samples; [ ] = another dose, or the depositor's remark.

O=S(=O)(NCC[C@@H]1CC[C@H](NS(=O)(=O)c2cccc(Cl)c2)[C@H](CO)O1)c1cccc(F)c1 was read as SIRT5 inh 1, C2C12 statin 4, ERp5 inh -3, Cneo AK release 1, esBAF inh 6 and ARNT-TACC3 inh -4.
For CO[C@H]1CN(C)C(=O)c2cc(NC(C)=O)ccc2OC[C@@H](C)N(C(=O)CN(C)C)C[C@@H]1C the results were SIRT5 inh -8, miR122 inh 1[16.7 µM], C2C12 statin -5, ERp5 inh -4, Cneo AK release -8, esBAF inh -2 and ARNT-TACC3 inh 5.
`CC(C)OP(=O)(c1ccc(N(C)C)cc1)C(O)c1cccnc1` (configuration not stated) gave miR122 inh -2, C2C12 statin 18, ERp5 inh -10, esBAF inh -6 and ARNT-TACC3 inh 8.
Screening CCOc1ccc2nc(-c3ccc(OC)c(OC)c3)cc(C(=O)O)c2c1 returned SIRT5 inh 0, C2C12 statin -1, ERp5 inh 2, Cneo AK release 1, esBAF inh -3 and ARNT-TACC3 inh 2.
O=C(C/C=N\OCc1ccc(Cl)cc1Cl)Nc1ccccc1 was read as SIRT5 inh -2, miR122 inh -1, ERp5 inh -8 and ARNT-TACC3 inh 0.
COC(=O)[C@@H]1C[C@@]2(O)[C@H](O)[C@H](O)[C@H](O)C[C@H]2N1Cc1cccc2ccccc12 was read as miR122 inh -3, C2C12 statin 7, ERp5 inh 0, Cneo AK release -3, esBAF inh 2 and ARNT-TACC3 inh 15.
O=C(CC(F)(F)F)N1C[C@H]2[C@@H](c3ccccc31)[C@H](CO)N2Cc1cccnc1 was read as SIRT5 inh 1, miR122 inh -7[16.7 µM], C2C12 statin -4, ERp5 inh 0, Cneo AK release -2, esBAF inh 0 and ARNT-TACC3 inh 3.
CCNC(=S)NNC(=O)Cn1c(=O)c2c(ncn2CCOC)n(Cc2ccccc2)c1=O was read as SIRT5 inh -5, miR122 inh -4, C2C12 statin -5, ERp5 inh 0, Cneo AK release 0, esBAF inh 0 and ARNT-TACC3 inh -3.
For Cc1cccn2c(=O)nc(SCC(=O)NCCc3ccccc3)nc12 the results were SIRT5 inh -2, miR122 inh 2, C2C12 statin 6, ERp5 inh 3, esBAF inh -2 and ARNT-TACC3 inh 2.
Screening O=C(c1ccccc1)N1CCN(c2n[nH]c(=O)[nH]c2=O)CC1 returned SIRT5 inh 0, ERp5 inh -1 and ARNT-TACC3 inh -1.
For COc1ccccc1C(=O)NC(=O)COC(=O)Cn1[nH]c(=O)c2ccccc2c1=O the results were SIRT5 inh -3, C2C12 statin 0, ERp5 inh -2, Cneo AK release 0, esBAF inh -6 and ARNT-TACC3 inh -8.
Cc1ccc(S(=O)(=O)Nc2ccc(Nc3nccn4c(-c5ccccc5Oc5ccccc5)cnc34)cc2)cc1 was read as SIRT5 inh -3, miR122 inh -3, C2C12 statin -2, ERp5 inh 0, Cneo AK release 0 and esBAF inh -2.

Arranged by number of heavy atoms (high to low): four of the compounds above
For CO[C@H]1CN(C)C(=O)c2cc(NC(C)=O)ccc2OC[C@@H](C)N(C(=O)CN(C)C)C[C@@H]1C the results were SIRT5 inh -8, miR122 inh 1[16.7 µM], C2C12 statin -5, ERp5 inh -4, Cneo AK release -8, esBAF inh -2 and ARNT-TACC3 inh 5.
For COc1ccccc1C(=O)NC(=O)COC(=O)Cn1[nH]c(=O)c2ccccc2c1=O the results were SIRT5 inh -3, C2C12 statin 0, ERp5 inh -2, Cneo AK release 0, esBAF inh -6 and ARNT-TACC3 inh -8.
For Cc1cccn2c(=O)nc(SCC(=O)NCCc3ccccc3)nc12 the results were SIRT5 inh -2, miR122 inh 2, C2C12 statin 6, ERp5 inh 3, esBAF inh -2 and ARNT-TACC3 inh 2.
O=C(C/C=N\OCc1ccc(Cl)cc1Cl)Nc1ccccc1 was read as SIRT5 inh -2, miR122 inh -1, ERp5 inh -8 and ARNT-TACC3 inh 0.

Further records
Screening O=C(CSc1nnc(Cn2nnc(-c3ccccc3)n2)n1-c1ccccc1)Nc1ccc(F)cc1 returned miR122 inh 19, C2C12 statin 5, Cneo AK release -6, esBAF inh -5 and ARNT-TACC3 inh -4.
O=C(NN=C1CCN(Cc2ccccc2)CC1)c1ccccc1O was read as SIRT5 inh 3, miR122 inh 34, ERp5 inh -1 and ARNT-TACC3 inh 11.
For COc1ccc(C(C)NC(=O)C23CC4CC(CC(C4)C2)C3)cc1OC (configuration not stated) the results were SIRT5 inh -1, miR122 inh -4, C2C12 statin 3, ERp5 inh -3, Cneo AK release 0, esBAF inh -6 and ARNT-TACC3 inh -11.
Screening Nc1ccccc1C(=O)N1CCC(O)(c2ccc(Cl)cc2)CC1 returned SIRT5 inh 4, C2C12 statin -10, ERp5 inh -1, Cneo AK release -2, esBAF inh 6 and ARNT-TACC3 inh -4.
CCOC(=O)/C=C(\C)Sc1cc(=O)oc2ccccc12 was read as miR122 inh 7, C2C12 statin -27, Cneo AK release 0, esBAF inh -2 and ARNT-TACC3 inh -1.
For CN(C)c1ccc(NC(=O)CCCc2ccccc2)cc1 the results were C2C12 statin -5, Cneo AK release -5, esBAF inh 21 and ARNT-TACC3 inh 7.
Screening Cn1c(SCc2ccccc2)nc2c1c(=O)[nH]c(=O)n2C returned SIRT5 inh -7, miR122 inh -1, C2C12 statin -4, ERp5 inh 1, Cneo AK release -1, esBAF inh 1 and ARNT-TACC3 inh -26.
Screening CCOc1cc(-c2noc(N)c2C(=O)OC)cc(OCC)c1OCC returned miR122 inh 6, C2C12 statin -41, Cneo AK release 1, esBAF inh -6 and ARNT-TACC3 inh 4.
For O=C(c1ccncc1)N1CCN(S(=O)(=O)c2ccc(OC(F)(F)F)cc2)CC1 the results were SIRT5 inh -2, miR122 inh -5, C2C12 statin 11, ERp5 inh -8, Cneo AK release 1, esBAF inh -4 and ARNT-TACC3 inh -2.
`CCSc1nc(N)c(C#N)c(-c2ccccc2Cl)c1C#N` gave miR122 inh -8, C2C12 statin -16, Cneo AK release 5, esBAF inh -6 and ARNT-TACC3 inh -7.
Screening CS/C(=N\S(=O)(=O)c1cccs1)Nc1ccc(F)c(Cl)c1 returned SIRT5 inh -4, ERp5 inh 5 and ARNT-TACC3 inh -5.
CCn1nc(C(=O)N2CCc3ccccc3C2)c2ccccc2c1=O was read as miR122 inh -1, C2C12 statin 1, Cneo AK release -1, esBAF inh 0 and ARNT-TACC3 inh 29.
`CCCn1c(=S)[nH]c2cc(C(=O)N3CCN(c4ccccc4OC)CC3)ccc2c1=O` gave miR122 inh 6, C2C12 statin 35, Cneo AK release 8, esBAF inh -4 and ARNT-TACC3 inh 0.
CCOc1ccccc1CNc1nc2ccccc2n1C was read as SIRT5 inh -2, miR122 inh 5, C2C12 statin -2, ERp5 inh -2, Cneo AK release -2, esBAF inh -4 and ARNT-TACC3 inh 2.
N#CC(CO)(Cc1ccc(OC(F)F)cc1)c1nc2ccccc2[nH]1 (configuration not stated) was read as SIRT5 inh -2, ERp5 inh -1 and ARNT-TACC3 inh 2.
COc1cccc(CNc2nc(NC(C)C)nc3ccsc23)c1 was read as SIRT5 inh -8, miR122 inh -6, C2C12 statin -36, ERp5 inh 5, Cneo AK release -3 and esBAF inh -6.
`CNC(=O)c1ccc(NC(=O)c2ccccc2OCc2c(C)noc2C)cc1` gave SIRT5 inh 0, miR122 inh 4, C2C12 statin 7, ERp5 inh 3, Cneo AK release -1 and esBAF inh 5.
`CCN(CC)C(C(=O)NC1CCCCC1)c1ccc(C)cc1` (configuration not stated) gave SIRT5 inh 0, ERp5 inh 1 and ARNT-TACC3 inh 3.
CN(C)C(=O)C[C@H]1C[C@@H]2c3cc(NC(=O)C4CCC4)ccc3O[C@@H]2[C@H](CO)O1 was read as SIRT5 inh 3, miR122 inh 4[16.7 µM], C2C12 statin 0, ERp5 inh -1, Cneo AK release 7, esBAF inh 1 and ARNT-TACC3 inh -1.
For O=C(CCc1nnc(-c2ccsc2)o1)N1CCCCC1CCn1ccnc1 (configuration not stated) the results were SIRT5 inh -4, miR122 inh 1, C2C12 statin -7, ERp5 inh 4, Cneo AK release 0, esBAF inh -9 and ARNT-TACC3 inh 1.
For O=C(Nc1cccnc1Cl)c1ccc(=O)oc1 the results were SIRT5 inh 44*, miR122 inh 3, Cneo AK release 2 and ARNT-TACC3 inh 0.
For CCOC(=O)NC(NC(=O)OCC)C(=O)c1ccc(F)cc1 the results were miR122 inh 1, C2C12 statin -8, Cneo AK release 1, esBAF inh 10 and ARNT-TACC3 inh -4.
`CO[C@@H]1CN(C)C(=O)c2cc(NS(C)(=O)=O)ccc2OC[C@@H](C)N(C(=O)C2CCC2)C[C@@H]1C` gave SIRT5 inh -5, miR122 inh -24[16.7 µM], C2C12 statin -1, ERp5 inh -5, Cneo AK release 1, esBAF inh 0 and ARNT-TACC3 inh -8.
For CC(=O)Nc1ccc(Oc2nc(C(F)(F)F)nc3ccccc23)cc1 the results were SIRT5 inh 1, miR122 inh -3, C2C12 statin -9, ERp5 inh 0, Cneo AK release 0, esBAF inh -5 and ARNT-TACC3 inh -2.
For CCN(CC)C(=O)CSc1nc2cccnc2n1-c1ccccc1OC the results were miR122 inh -13, C2C12 statin 8, Cneo AK release -1, esBAF inh 0 and ARNT-TACC3 inh -18.
`Cc1cc(S(=O)(=O)NCc2ccc(N3CCN(C)CC3)cc2)c(C)s1` gave SIRT5 inh -2, miR122 inh -2, ERp5 inh 7 and Cneo AK release 0.
Screening O=C(O)C1CCCCC1C(=O)Nc1cccc(C(=O)N2CCCCC2)c1 (configuration not stated) returned SIRT5 inh 1, miR122 inh -4, C2C12 statin -11, ERp5 inh 9, Cneo AK release 1, esBAF inh -7 and ARNT-TACC3 inh -14.
For C=CCNC(=S)Nc1c(C(=O)OC)[nH]c2cc(OC)ccc12 the results were SIRT5 inh -3, miR122 inh 5, ERp5 inh 3, Cneo AK release -1 and ARNT-TACC3 inh 7.
For CCCCC1=CC2=CC(=O)C(C)(OC(=O)CC)C(=O)C2=CN1Cc1ccc2c(c1)OCO2 (configuration not stated) the results were miR122 inh -5, C2C12 statin -5, ERp5 inh 0, Cneo AK release 1, esBAF inh -9 and ARNT-TACC3 inh 5.
`C[C@H](CO)N1C[C@H](C)[C@@H](CN(C)Cc2ccncc2)Oc2c(NS(=O)(=O)c3cn(C)cn3)cccc2C1=O` gave SIRT5 inh -3&-2, miR122 inh 12[16.7 µM], C2C12 statin -5&-1, ERp5 inh -1&-2, Cneo AK release -1&0, esBAF inh -5&3 and ARNT-TACC3 inh 0&-3.
For Cc1ccc(S(=O)(=O)N2CCOCC2)cc1C(=O)N1CCCC1 the results were SIRT5 inh 6, miR122 inh 3, C2C12 statin 10, ERp5 inh 4, Cneo AK release 2, esBAF inh 1 and ARNT-TACC3 inh -4.
For O=C(NCC[C@H]1CC[C@@H](NS(=O)(=O)c2cccc(F)c2)[C@@H](CO)O1)C1CCC1 the results were SIRT5 inh -3, C2C12 statin -1, ERp5 inh -17, Cneo AK release 43, esBAF inh -1 and ARNT-TACC3 inh -1.
Screening CCn1c(O)c(N=Nc2ccc(Cl)c(C(=O)O)c2)c2ccccc21 returned SIRT5 inh 6, miR122 inh 1, ERp5 inh -4, Cneo AK release 2 and ARNT-TACC3 inh 32.
`CCCCOc1ccc(C(=O)NCC(=O)N2CCN(C/C=C/c3ccccc3)CC2)cc1` gave miR122 inh -10, C2C12 statin 4, ERp5 inh -2, Cneo AK release -1 and esBAF inh 2.
`COc1cc2ccccc2ccc1=NO` gave SIRT5 inh -1, miR122 inh 13, C2C12 statin -1, ERp5 inh 3, Cneo AK release -1, esBAF inh -19 and ARNT-TACC3 inh 12.
For C=CCN1CCN(C(CCC)c2nnnn2Cc2ccco2)CC1 (configuration not stated) the results were SIRT5 inh -3, ERp5 inh -2 and ARNT-TACC3 inh -8.
`Cc1c(C(=O)N2CCN(CC(=O)Nc3ccccc3Cl)CC2)oc2ccc(Br)cc12` gave SIRT5 inh 1, miR122 inh 2, C2C12 statin 6, ERp5 inh 3, Cneo AK release -1, esBAF inh -2 and ARNT-TACC3 inh -8.
Screening Cc1nc(N)c(C#N)c(-c2ccc3c(c2)OCO3)c1C returned SIRT5 inh -4, miR122 inh -15, C2C12 statin -4, ERp5 inh 4, Cneo AK release 2, esBAF inh 1 and ARNT-TACC3 inh 0.
`Cc1ccc2oc(-c3ccco3)nc2c1` gave miR122 inh 3, Cneo AK release 7, esBAF inh 30 and ARNT-TACC3 inh -4.
